# Source: PubChem (Broad Institute)
# ERAP1 HTS inh: inhibitors of human ERAP1 aminopeptidase; AID 652197; 0.15% of 340,000 active; recombinant ERAP1, Leu-AMC fluorescence, 60 min; inhibition, % at 10.7 µM;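 active means mean replicate inhibition of at least 30%, or all replicates individually reaching that 30% level; inactive means mean below 30% and not every replicate reaching it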;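 further: 0% = neutral control wells and 100% = L-leucinethiol positive control wells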
# RAD52 inh: inhibitors of human RAD52 DNA annealing. P43351. recombinant RAD52 DNA annealing, FRET fluorescence. inhibition, % at 18.7 µM. 0.46% of 360,000 active;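 active means every replicate showing at least 50% inhibition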
# INS-1E GSIS act: GLuc luminescence reporter in INS-1E cells, primary screen for activators of glucose-dependent secretion of insulin; INS-1E GLuc reporter insulin secretion, 2-3 h; activation, % at 16.6 µM; 0.61% of 370,000 active;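 active means lowest replicate activation of at least 40%, so every replicate reaches that level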;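 further: 0% = median of neutral control wells and 100% = median of IBMX positive control wells; some compounds called inactive have numbers as strong as hits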
# XiGFP reactiv: activators of X-chromosome reactivation in mouse fibroblasts; activation, % at 7.58 µM; XiGFP mouse fibroblasts, % GFP-positive cells imaging, 3 d; cells co-treated with 5-aza-dC sensitizer; scaled so ellipticine positive control = 100%; 0.055% of 360,000 active;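 active means mean normalized replicate activation at least 10% and every replicate at or above 10%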;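 further: 0% = median of on-plate neutral control wells and 100% = ellipticine 6 µM median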
#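 assay system = SV40-immortalized XiGFP fibroblast cells, line 68-5-11 | buffer or medium = DMEM plus 5-aza-dC sensitizer | doses = single-point pinned compound dosing | times = 3-day compound exposure, then 15 min fixation at room temperature | benchmarks = positive control ellipticine, 6 µM final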
# esBAF inh: inhibitors of esBAF chromatin remodeling in mouse ES cells | Bmi1-luciferase knock-in reporter, 24 h; 100% = twice the neutral-well signal | reporter increase, % at 12.5 µM | 2% of 350,000 active | AID 602393; in the data active means activation above about 40%;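 further: 0% = median of the plate's neutral control wells and 100% = double that signal; a rise in the Bmi1 reporter signal indicates esBAF inhibition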
# RAD54 branch: RAD54 (human) branch migration inhibition | Q92698 | 0.14% of 360,000 active | inhibition, % at 10.4 µM | RAD54 Holliday junction branch migration, FAM/BHQ fluorescence;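 active means mean normalized replicate activity at least 40 and at least half of replicates scoring 40 or more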;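 further: 0% = median of neutral control wells and 100% = median of positive control wells; inhibitors cause a drop in the FAM fluorescence signal; in these data hits start at about 50%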
# Target sequence (Q92698 whole entry, looked up): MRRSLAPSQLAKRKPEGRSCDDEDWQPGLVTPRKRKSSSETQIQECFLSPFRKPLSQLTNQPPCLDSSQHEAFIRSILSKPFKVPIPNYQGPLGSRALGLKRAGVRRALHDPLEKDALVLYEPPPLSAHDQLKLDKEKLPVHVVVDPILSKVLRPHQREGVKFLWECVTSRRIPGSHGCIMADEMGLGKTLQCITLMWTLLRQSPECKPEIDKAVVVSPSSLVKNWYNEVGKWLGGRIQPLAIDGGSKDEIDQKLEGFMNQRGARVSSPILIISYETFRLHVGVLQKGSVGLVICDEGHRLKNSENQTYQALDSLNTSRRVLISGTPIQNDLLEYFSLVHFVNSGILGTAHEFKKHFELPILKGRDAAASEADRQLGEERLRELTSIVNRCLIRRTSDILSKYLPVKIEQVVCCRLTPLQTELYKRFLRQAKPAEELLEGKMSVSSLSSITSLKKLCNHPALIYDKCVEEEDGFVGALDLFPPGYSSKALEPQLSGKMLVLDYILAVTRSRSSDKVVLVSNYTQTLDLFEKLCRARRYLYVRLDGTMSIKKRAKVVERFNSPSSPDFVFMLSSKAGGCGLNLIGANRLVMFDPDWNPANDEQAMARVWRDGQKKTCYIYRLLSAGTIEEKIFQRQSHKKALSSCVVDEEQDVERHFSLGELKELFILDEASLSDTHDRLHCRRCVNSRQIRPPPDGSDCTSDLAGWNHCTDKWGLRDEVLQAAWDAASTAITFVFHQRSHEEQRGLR
# F508del corr: CFTR F508del correction in bronchial cells | activity (quench increase), % at 7.58 µM | AID 720511 | CFBE cells, YFP halide quenching; stimulated with forskolin plus potentiator P3; % fluorescence drop versus neutral controls | 0.36% of 350,000 active;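 active means mean added fluorescence quench of at least 8% versus neutral control, with both replicates also reaching 8%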;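 further: cells transiently co-express mutant CFTR-F508del with the halide-sensitive YFP; corrector assay measuring rescue of mutant channel to the surface after 24 h compound exposure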
# ARNT-TACC3 inh: disruptors of human ARNT/TACC3 interaction; Q9Y6A5; AlphaScreen His-ARNT PAS-B/GST-TACC3 binding, luminescence; TACC3 fragment carries E629A point mutation; inhibition, % at 9.99 µM; 0.66% of 390,000 active;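 active means mean inhibition of replicates at least 50% and at least half of replicates each reaching 50%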;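 further: 0% = complete ARNT plus TACC3 wells and 100% = ARNT alone without TACC3; many hits fall short of the cut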
# The depositor's hits bear a star; · = no result given; & = joins results of further samples.
nr	Structure	ERAP1 HTS inh	RAD52 inh	INS-1E GSIS act	XiGFP reactiv	esBAF inh	RAD54 branch	F508del corr	ARNT-TACC3 inh
1	CC[C@]1(C(=O)OC)[C@H]2C(=O)N(C)C(=O)[C@H]2[C@H]2CN(C)C(=NC3CCCCC3)N21	-1	-8	6	0.9	-1	2	1.0	2
2	O=C(C1=C[C@H](c2csc3ccccc23)C[C@H](OCc2ccc(CO)cc2)O1)N1CCN(Cc2ccccc2)CC1	3	-89	·	0.0	2	11	5.4	3
3	CCOc1ccc(N(CC(=O)N2CCN(c3ccc(F)cc3)CC2)S(=O)(=O)c2c(C)noc2C)cc1	-1	-2	-20	0.4	2	0	-2.0	0
4	COc1ccc(/C=C/C(=O)Nc2cccc(S(=O)(=O)NC3=NCCCCC3)c2)cc1	0	-6	-1	0.1	36	7	0.7	5
5	Cc1c(N/C(=N/S(=O)(=O)c2cc([N+](=O)[O-])ccc2Cl)c2ccccc2)c(=O)n(-c2ccccc2)n1C	-3	-13	0	0.0	·	·	-1.7	0
6	CO[C@H]1CN(C)C(=O)c2ccc(NC(=O)Nc3ccccc3Cl)cc2OC[C@@H](C)NC[C@@H]1C	-1	-7	8	-0.1	6	-3	-2.0	2
7	COc1ccc(/C=N/NC(=O)c2cccnc2)cc1CN1CCOCC1	-1	-17	1	0.5	-1	16	2.6	·
8	COc1cccc(-c2ccc3n(c2=O)C[C@H]2[C@H](CO)[C@@H](C(=O)N4CCOCC4)N[C@@H]32)c1	2	-15	-8	0.4	1	-6	-4.1	21
9	N#Cc1ccc(S(=O)(=O)N2CCN(CC(=O)Nc3ccccc3C(=O)NC3CC3)CC2)cc1	-3	6	6	0.6	-7	-9	-0.5	-7
10	Cn1/c(=N/N=C/c2ccc(N3CCOCC3)cc2)sc2ccccc21	-2	-22	9	-0.1	36	-1	3.1	3
11	O=C(C[C@H]1CC[C@@H](NC(=O)Nc2ccc3c(c2)OCO3)[C@H](CO)O1)NCc1ccc2c(c1)OCO2	1	1	13	-0.9	-1	0	-1.7	-8
12	O=C(NC(=S)NC1CCS(=O)(=O)C1)c1ccccc1Br (stereo not given)	-3	-18	-4	0.3	·	-8	-0.7	-4
13	CC(=O)Nc1ccc(CN2CCCC(C(=O)c3ccc(C(F)(F)F)cc3)C2)cc1 (stereo not given)	1	-6	11	0.4	·	·	-3.4	-1
14	C[C@H](CO)N1C[C@H](C)[C@H](CN(C)S(=O)(=O)c2cccs2)Oc2ncc(-c3cc4ccccc4o3)cc2C1=O	-1&-6	4&0	-22&-14	0.0&0.1	9&21	-5&2	1.8&0.6	-5
15	CCCC#Cc1ccc2c(c1)O[C@H](CN(C)C(C)=O)[C@H](C)CN([C@@H](C)CO)S2(=O)=O	-2	-5	7	-1.1	-4	5	1.3	0
16	CCOC(=O)c1c(C)[nH]c(C)c1C(=O)CSc1nc2ccccc2n1CC	-2	-22	-17	0.1	·	·	·	-15
17	O=C(Nc1cccc2c1CCCC2)c1cc(C2CCCCN2C(=O)OCCF)on1 (stereo not given)	3	0	-18	0.1	1	7	-0.5	·
18	COc1ccc(CCNC(=O)CSc2nc(C)nc3c2c(=O)n(C)c(=O)n3C)cc1OC	1	-6	1	0.2	-10	4	-2.2	-5
19	CN(CC(=O)Nc1ccc(Cl)c(C(F)(F)F)c1)C(=O)/C=C/c1cccs1	1	-9	-46	-1.1	2	7	-0.3	1
20	CCc1ccc(S(=O)(=O)Nc2cc3c(cc2C)n(C)c(=O)n3C)cc1	3	-12	-44	0.1	-50	6	4.0	0
21	COc1cccc(NC(=O)N2CCN(C(=O)C(Cc3ccc(OC)c(OC)c3)NC(C)=O)CC2)c1 (stereo not given)	0	-24	17	·	-2	7	-1.2	5
22	O=C(NCCc1ccccc1)C1CCN(C2CCN(Cc3ccc(CO)o3)CC2)CC1	-6	-5	12	0.0	·	·	3.7	-10
23	CC(OC(=O)c1ccc(Cl)c(S(N)(=O)=O)c1)C(=O)NCC1CCCCC1 (stereo not given)	0	-14	·	0.1	3	-7	4.9	·
24	CC1(C)CCC[C@]2(C)[C@H]3CC(=O)O[C@]3(C)CC[C@@H]12	2	-12	4	0.0	-2	-18	-3.1	6
25	O=c1ccc2[n+]([O-])c3ccc(O)cc3oc-2c1	·	-293	-7	1.5	·	·	23*	6
26	CC(C)C[C@@H](CO)NS(=O)(=O)c1c(F)cccc1F	-6	-6	0	-0.2	-1	-6	-1.9	1
27	CSc1ccc(CN(C)C(=O)C2CCN(C(=O)Nc3ccccc3)CC2)cc1	1	-12	-24	0.1	2	0	-3.6	19
28	COCCCn1c(=O)c2sccc2n2c(CCCC(=O)NCc3cccc(OC)c3)nnc12	-3	-6	7	0.5	-6	-13	0.9	9
29	COc1ccc(/C=C/C(=O)NCCNC(=O)c2ccccc2)cc1OC	-1	-10	4	0.0	12	-9	1.8	-1
30	CCC(=O)N(C)C[C@H]1Oc2ncc(-c3ccccc3OC)cc2C(=O)N([C@@H](C)CO)C[C@H]1C	-2	6	31	-1.0	3	-14	-0.4	-4
31	COc1ccc(S(=O)(=O)NNC(=O)c2cc3cc4ccccc4nc3s2)cc1	·	·	-28	·	-4	15	·	1
32	O=C(C[n+]1ccc(Cc2ccccc2)cc1)Nc1ccc([N+](=O)[O-])cc1Cl	-2	-1	5	0.2	·	·	2.3	-2
33	Nc1ccc(NC(=O)NC2CCCCC2)cc1	1	-2	9	0.0	4	8	0.9	-23
34	COc1cccc(C#Cc2ccc([C@@H]3[C@@H](CO)N(C(=O)C4CC4)[C@H]3C#N)cc2)c1	-1	-11	3	-0.1	1	-19	-1.4	13
35	Cc1cccc(OCC(=O)Nc2c3c(nn2C(C)(C)C)CS(=O)(=O)C3)c1	3	3	5	0.1	·	2	-1.6	19
36	N#Cc1nc(COc2ccccc2)oc1N1CCOCC1	-1	-9	6	·	8	2	·	5
37	O=C(C1CCC1)N1CC[C@@H]2[C@H]1c1cc(C#Cc3cccc(F)c3)ccc1N[C@@H]2CO	1	-3	-6	0.1	1	6	1.2	9
38	Cc1ccc(S(=O)(=O)N[C@@H]2C=C[C@H](CC(=O)NCc3ccccc3F)O[C@@H]2CO)cc1	-3	2	-5	-0.2	-3	5	1.0	5
39	OC[C@@H]1CN(Cc2ccc(F)cc2)C[C@H](n2cnc3c(N4CCOCC4)ncnc32)O1	4	-109	37	-0.1	-8	-2	0.6	·
40	OC[C@H]1Nc2ccc(C#Cc3ccc(F)cc3)cc2[C@H]2[C@@H]1CCN2Cc1ccc2c(c1)OCO2	-5	-99	4	0.0	-2	3	-5.8	1
41	O=CNNC(=O)c1cccc([N+](=O)[O-])c1	-4	2	7	0.0	·	·	-3.3	·
42	CN(C)CCCNC(=O)[C@@H]1[C@@H](CO)[C@@H]2Cn3c(ccc(-c4ccccc4)c3=O)[C@@H]2N1C	0	9	8	0.0	3	2	-1.9	-7
43	COc1cccc(-n2c(SCC(=O)N3CCOCC3)nnc2-c2c[nH]c3ccccc23)c1	0	-5	-16	0.2	-5	0	0.3	·
44	Oc1cc(CNC2CCCCC2)c(O)cc1CNC1CCCCC1	0	-32	·	0.1	-1	4	3.6	7
45	CN(C(=O)c1ccc(NC(=O)Cc2cccc([N+](=O)[O-])c2)cc1)C1CCCC1	-2	-12	-26	0.0	-1	-4	-1.4	-6
46	CN(C)c1ccc(NC(=O)Cn2cc3c(n2)CCCC3)cc1	·	19	-14	0.0	44*	12	-0.1	20
47	Cc1csc(NC(=O)CSc2nc3[nH]ncc3c(=O)[nH]2)n1	6	-11	0	0.4	·	·	0.4	1
48	COCCn1cnc2c1c(=O)n(Cc1ccc(Br)cc1)c(=O)n2Cc1ccccc1	-4	-6	-32	0.0	-2	-7	0.0	2
49	O=C(NNC(=O)c1cc2cc(OC(F)(F)F)ccc2[nH]1)c1ccc(Cl)cc1	·	-16	·	0.0	·	0	0.2	·
50	CCC(C)(C)NC(=O)C(c1ccccn1)N(C(=O)c1csnn1)c1ccccc1 (stereo not given)	0	-5	1	0.0	·	·	3.0	12
51	O=C(CCCN1C(=O)S/C(=C/C=C/c2ccccc2)C1=O)Nc1ccc(C(=O)O)cc1	0	-18	-12	0.2	2	13	-0.7	4
52	COCCNC(=O)C1(C)CCN(Cc2ccc3ccccc3c2Br)C1 (stereo not given)	0	-3	-1	0.1	-7	6	-1.6	·
53	COC(=O)CC1(C(=O)OC)Nc2cc(Cl)c(Cl)cc2S(=O)(=O)N1O (stereo not given)	2	-8	-3	0.2	0	7	0.4	·
54	Fc1ccc(OCc2nc(-c3ccc(Br)o3)no2)c(F)c1	-4	-5	-3	0.1	34	1	-1.1	5
55	CC(C)Nc1nc(Nc2ccc(Cl)cc2F)c2sccc2n1	0	-1	-14	0.0	-10	15	8.6*	·
56	NC(CSC1(c2cccc3ccccc23)c2ccccc2-c2ccccc21)C(=O)O (stereo not given)	-2	-17	·	0.1	·	·	-2.7	1

# (list continues)
nr	Structure	ERAP1 HTS inh	RAD52 inh	INS-1E GSIS act	XiGFP reactiv	esBAF inh	RAD54 branch	F508del corr	ARNT-TACC3 inh
57	Cc1ccccc1N(C(=O)Cc1ccsc1)C(C(=O)NC1CCCCC1)c1ccc(F)cc1 (stereo not given)	13	-15	10	·	-9	0	0.0	5
58	S=C(Cc1ccc(-c2ccccc2)cc1)N1CCOCC1	-2	4	·	0.0	·	9	0.0	·
59	Cc1ccccc1CNC(=O)Cn1ccc2cc(S(=O)(=O)N3CCCCCC3)ccc21	-1	-19	-19	0.0	8	6	1.7	-5
60	O=C(C[C@@H]1C=C[C@@H](NC(=O)Cc2ccccn2)[C@@H](CO)O1)NCCCN1CCOCC1	0	4	0	-0.2	1	4	0.1	1
61	CC(OC(=O)c1ccc2c(c1)OCO2)C(=O)NC1CCCCC1 (stereo not given)	0	2	·	0.0	0	2	·	·
62	COc1ccc(NS(=O)(=O)c2cccc(C(=O)NCc3ccccc3CN3CCCC3)c2)cc1	-28	-14	-10	0.0	-3	-1	-1.9	10
63	O=c1ccn([C@@H]2O[C@H](COS(=O)(=O)O)[C@@H](O)[C@H]2O)c(=O)[nH]1	-3	-15	16	-0.7	12	-2	0.3	26
64	COc1ccc(S(=O)(=O)Nc2ccc3c(c2)CC(=O)N([C@H](C)CO)C[C@H](C)[C@@H](CN(C)Cc2ccc(-c4ccccc4)cc2)O3)cc1	1	-10	8	-0.1	2	10	0.4	-5
65	CCN(CC)C(=O)N1CCN(S(=O)(=O)c2ccccc2)CC1	0	2	6	0.0	·	·	0.9	-2
66	CC(C)C[C@@H]1CN=C(N)N1C[C@@H]1CCCN1C[C@@H](C(C)C)N1C[C@@H](Cc2ccccc2)N(CCc2ccc(Cl)c(Cl)c2)C1=N	23	51*	·	0.0	-2	10	0.8	3
67	COc1cccc(-c2ccc3c(c2)[C@@H]2[C@@H](CCN2S(=O)(=O)c2cccc(OC)c2)[C@H](CO)N3)c1	2	0	2	0.2	2	-15	0.0	-4
68	Nc1nc(SCc2ccccc2[N+](=O)[O-])c2ncn(Cc3ccccc3)c2n1	1	5	-19	-0.1	6	3	5.2	-3
69	C/C(=N\Nc1ccccn1)c1ccc(S(=O)(=O)NCc2ccco2)cc1	·	·	-2	0.0	15	·	·	11
70	COc1ccc(NC(=O)N(C)C[C@@H]2Oc3ccc(NC(=O)Cn4cnnn4)cc3CC(=O)N([C@@H](C)CO)C[C@@H]2C)cc1	2	-10	7	0.0	-3	3	-1.0	-32

# Some of the entries so far, screen by screen.
65	CCN(CC)C(=O)N1CCN(S(=O)(=O)c2ccccc2)CC1
67	COc1cccc(-c2ccc3c(c2)[C@@H]2[C@@H](CCN2S(=O)(=O)c2cccc(OC)c2)[C@H](CO)N3)c1
Screen / compound no. | 65 | 67
ERAP1 HTS inh | 0 | 2
RAD52 inh | 2 | 0
INS-1E GSIS act | 6 | 2
XiGFP reactiv | 0.0 | 0.2
esBAF inh | · | 2
RAD54 branch | · | -15
F508del corr | 0.9 | 0.0
ARNT-TACC3 inh | -2 | -4
